CCHF vOTU inh: CCHFV vOTU protease inhibition; inhibition, % at 11.5 µM; AID 651958; Pep-AMC fluorescence; 370,000 tested, 0.55% active; in the data active = inhibition above about 30%; also: 0% = vehicle wells with enzyme and 100% = no enzyme wells
PrPC surface inh: reduces human prion protein on the cell surface | P04156 | cell surface PrPC, TR-FRET read-out | inhibition, % at 13.8 µM | 370,000 tested, 0.43% active | AID 720596; in the data active = inhibition above about 24%; also: 0% = median of the test wells and 100% = reference compound wells
TcdB GH inh: TcdB glycohydrolase inhibition; TcdB glycohydrolase enzymatic assay, plate reader; inhibition, % at 9.99 µM; 350,000 tested, 0.24% active; AID 652162; in the data active = inhibition above about 10%
Rv3671c inh: inhibitors of M. tuberculosis serine protease Rv3671c; P9WHR9; inhibition, % at 5.96 µM; 320,000 tested, 0.048% active; in the data active = inhibition above about 38%;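 also: extracellular domain of Rv3671c used as enzyme; 0% = enzyme with DMSO and 100% = no enzyme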
Target sequence (P9WHR9 whole entry, looked up, the tested form may be a part): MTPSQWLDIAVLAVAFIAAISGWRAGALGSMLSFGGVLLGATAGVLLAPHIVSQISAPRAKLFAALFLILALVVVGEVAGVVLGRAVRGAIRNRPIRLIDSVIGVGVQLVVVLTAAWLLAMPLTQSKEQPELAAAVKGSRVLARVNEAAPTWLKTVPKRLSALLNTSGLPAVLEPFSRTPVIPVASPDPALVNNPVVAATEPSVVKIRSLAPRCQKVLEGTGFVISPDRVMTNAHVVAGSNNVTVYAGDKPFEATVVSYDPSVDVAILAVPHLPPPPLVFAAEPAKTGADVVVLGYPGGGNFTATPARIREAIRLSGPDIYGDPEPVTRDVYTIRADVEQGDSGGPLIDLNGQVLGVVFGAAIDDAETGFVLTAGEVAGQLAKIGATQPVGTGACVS
3CLpro inhibitor: SARS-CoV 3CLpro protease inhibition; P0C6X7; recombinant SARS-CoV 3CLpro, quenched FRET peptide cleavage; inhibition, % at 6 µM; 290,000 tested, 0.14% active; AID 1706; in the data active = inhibition above about 12%
Y pestis TopoI: inhibitors of Yersinia pestis topoisomerase I | Y. pestis Topo-I cleavage product accumulation, plate reader | activity, % at 10 µM | 360,000 tested, 0.064% active | AID 504884; in the data active = activity above about 50%, passing the limit was not always enough; also: inactives centre near 2
BH1578 lux ind: induces V. cholerae light production without autoinducers; activation, % at 18.7 µM; 350,000 tested, 0.16% active; V. cholerae BH1578 lux reporter, luminescence, 6 h; in the data active = activation mostly above about 9.7%, no sharp cut-off; also: not every result past the cut was called active; inactives centre near 0; reference of the scale not given here
MazF activator: activators of E. coli MazEF toxin-antitoxin RNase; activation, % at 20 µM; AID 504720; FAM/BHQ RNA-DNA oligo cleavage fluorescence, 5 h; P0AE70; 350,000 tested, 0.32% active; in the data active = activation above about 50%
Target sequence (P0AE70 whole entry, looked up): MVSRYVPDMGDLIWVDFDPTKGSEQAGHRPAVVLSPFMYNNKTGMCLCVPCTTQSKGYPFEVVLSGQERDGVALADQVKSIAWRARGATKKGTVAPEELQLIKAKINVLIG
SSB-PriA inh: blocks PriA binding to SSB C-terminal tail; AlphaScreen SSBct-PriA binding, biotinylated peptide; inhibition, % at 33 µM; 430,000 tested, 0.6% active; AID 1272365; in the data active = inhibition mostly above about 37%, no sharp cut-off; inactive = mostly below about 20%;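 also: plate controls were negative control peptide for no effect and reference peptide for full effect; strong numbers were not always called active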
VHR inh abs: inhibitors of human VHR1 phosphatase (DUSP3) | 290,000 tested, 0.52% active | recombinant VHR phosphatase, pNPP absorbance | P51452 | inhibition, % at 13.3 µM | AID 1654; in the data active = inhibition above about 50%; also: some compounds called inactive have numbers as strong as hits
Target sequence (P51452 whole entry, looked up): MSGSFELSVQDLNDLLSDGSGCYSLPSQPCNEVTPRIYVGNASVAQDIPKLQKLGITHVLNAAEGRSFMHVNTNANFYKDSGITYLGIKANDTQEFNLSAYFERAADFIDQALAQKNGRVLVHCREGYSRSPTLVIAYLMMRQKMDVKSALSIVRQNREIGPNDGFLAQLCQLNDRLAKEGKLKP
Starred values were filed as active, the others as inactive; i = inactive; · = not tested or not shown; & = joins results of further samples; ! = not active in a repeat.

SMILES	CCHF vOTU inh	PrPC surface inh	TcdB GH inh	Rv3671c inh	3CLpro inhibitor	Y pestis TopoI	BH1578 lux ind	MazF activator	SSB-PriA inh	VHR inh abs
C=CCn1c(SCC(=O)Nc2ccc(S(N)(=O)=O)cc2)nnc1-c1cnccn1	-4	1	1.5	5	-3	-8	-0.5	-9	13	6
Cc1ccn2cc(-c3cccc(NC(=O)c4cccs4)c3)nc2c1	6	-6	-1.1	-12	-3	4	-0.4	13	6&-8	5
C=CCn1c(-c2c[nH]c3ccccc23)n[nH]c1=S	9	-8	·	2	-5	3	i	4	-9	10
CCOc1ccc2[nH]c(=O)c(CN(CCc3ccccc3)C(=O)N3CCCC3)cc2c1	2	1	·	-3	2	26	-0.3	-1	-9	32
CCc1ccccc1OCCCCN1CCCC1	12	0	1.2	-1	-5	0	-0.2	3	-3	-8
CCCC12CN3CCN(CC(C3)/C1=N\NC(=O)c1ccc(C(C)(C)C)cc1)C2	-11	0	·	6	4	-7	-0.3	-2	·	-4
CCN1C(=NCc2ccco2)N[C@@H](c2cccc(F)c2)C(C(=O)OC)=C1C	2	-5	0.7	-7	-5	-3	i	-2	-15	21
O=C(CSc1ncnc2c1cnn2-c1ccccc1)NC1CCCC1	-8	-6	-0.6	9	·	6	i	-2	-9	·
CN(C)CCCCNCCCNC(=O)/C=N\O	1	4	·	-3	2	4	-0.8	-24	·	24
CN(CC(=O)O)S(=O)(=O)c1cccs1	-14	-1	·	2	-1	4	-1.3	5	-7	12
CCCc1nc2ccc(N)cc2c(=O)n1Cc1ccccc1Cl	-4	8	0.0	4	0	-16	-0.7	4	-3	0
c1ccc(CCNc2ncnc3c2nnn3Cc2ccccc2)cc1	4	7	·	0	-2	-6	i	-7	-25	-4
O=C1NC(=O)C(c2ccccc2)N1 (stereo unspecified)	-7	-1	-0.2	·	·	2	i	1	-1	·
CC1CCCC(C)N1C(=O)COC(=O)C1CCN(S(=O)(=O)c2c(Cl)cccc2Cl)CC1 (stereo unspecified)	-6	2	0.0	-1	·	39	i	3	-7	·
COc1ccccc1/C=C/C(=O)OCC(=O)Nc1c(C)nn(-c2ccccc2)c1C	5	-4	-0.5	3	·	12	i	8	4	·
CC(NS(=O)(=O)c1ccc(Br)cc1)C(=O)NCCc1ccccc1 (stereo unspecified)	18	5	·	3	0	9	i	8	6	-4
COc1ccc(N2C(=O)/C(=C3/C=CC=CN3C)SC2=S)cc1	11	-15	0.0	-2	-4	-9	-0.3	-2	1	4
OCCCNc1nc(-c2ccc(Cl)cc2)nnc1-c1ccccc1	-15	-6	·	10	-6	-4	i	2	11	-10
O=C1c2ccc(Oc3ccc([N+](=O)[O-])cc3)cc2C(=O)N1CCCO	-3	-1	4.0	-7	-5	11	-0.5	13	-16	43
O=C(Nc1ccc2c(c1)OCO2)Nc1ccc(F)cc1F	9	8	0.0	-1	4	5	-0.4	1	-13	-2
Cc1cccc(-n2cnc(C(=O)N3CCN(C)CC3)c2)n1	10	3	-3.8	-1	0	-8	-0.3	8	-12	22
CC(=O)c1ccc(NC(=O)CSc2nccn2CCc2ccccc2)cc1	11	10	·	-8	0	19	i	-2	6	23
c1ccc2c(NC3C4CC5CC(C4)CC3C5)nc(N3CCOCC3)nc2c1 (stereo unspecified)	-5	-4	1.0	1	-2	17	-0.2	-3	-27	24
CCc1nc2ccc(C(=O)N(CC)CCN(C)C)cn2c1N(C)Cc1ccc(OC)cc1	7	-2	1.4	·	·	5	-0.4	·	·	·
CN(CCCC(=O)Nc1ccccc1)S(=O)(=O)c1ccc(Cl)cc1	-2	9	1.1	0	2	-5	-0.3	-14	-6	6
Cc1cccc(C(=O)N2CC(=O)Nc3ccc(F)cc3C2c2ccc(F)cc2)c1 (stereo unspecified)	-2	-1	1.3	1	3	20	-7.7	1	-3	1
O=C(Nc1nc([C@@H]2O[C@H](CO)[C@@H](O)[C@H](O)[C@H]2O)cs1)NC(c1ccccc1)c1ccccc1	7	6	0.5	·	·	0	i	·	·	·
Cc1ccc2nc(N3CCN(CCO)CC3)nc(-c3ccccc3)c2c1	-43	-17	0.6	-3	-2	13	-0.5	5	38*!	-12
CCOC(=O)N1CCC(n2c(SCC(=O)c3ccccc3)nc3ccsc3c2=O)CC1	-8	3	·	-8	3	3	-0.2	-9	-7	4
COC(=O)c1cc(C)nc2c1c(C)nn2-c1ccccc1	-4	-6	0.4	3	·	10	i	1	-137&-75	·
CC(=O)OC12CC3CC(C1)C(=NO)C(C3)C2	10	1	·	5	-3	-4	-0.3	6	-7	13
O=[N+]([O-])c1ccc(NCCCN2CCOCC2)nc1	13	-21	-0.2	2	5	-1	-0.7	5	-2	8
O=C(COC(=O)c1cc[n+]([O-])cc1)NCC12CC3CC(CC(C3)C1)C2	2	-2	·	-3	7	-2	-0.7	11	-18	27
CCCC(C)C1(CC)C(=O)NC(=Nc2ccc(OC)cc2)NC1=O (stereo unspecified)	-1	-1	-0.5	-16	-4	10	-8.3	6	-14	7
Cc1ccc(-c2ccc(=O)n(CC(=O)NCCN3C(C)CCCC3C)n2)cc1 (stereo unspecified)	4	-9	·	-4	3	5	-7.7	-2	-5	35
CC(C)N(Cc1ccccc1)C(=O)COC(=O)c1cnc(Cl)c(Cl)c1	2	-9	6.8	-2	·	-4	i	12	-8	·
COc1ccc(CCNC(=O)c2oc3ccc(S(=O)(=O)N4CCOCC4)cc3c2C)cc1OC	-5	2	·	7	5	10	-0.3	6	-13	15
O=C(CSC1=NCCS1)N1CCCC1	-3	2	·	-4	1	-6	i	4	-29	32
O=C(CSc1ccc(Cl)cc1)Nc1nnc(-c2ccco2)o1	-3	0	0.3	-3	·	5	i	1	13	·
Cc1ccc(S(=O)(=O)CCC(=O)Nc2sccc2C(N)=O)cc1	7	-4	0.6	-3	·	-10	-0.8	3	-7	·

Individual results from the entries so far.
CCHF vOTU inh, Cc1ccc(S(=O)(=O)CCC(=O)Nc2sccc2C(N)=O)cc1 = 7
SSB-PriA inh, Cc1cccc(C(=O)N2CC(=O)Nc3ccc(F)cc3C2c2ccc(F)cc2)c1 (stereo unspecified) = -3
MazF activator, CCOC(=O)N1CCC(n2c(SCC(=O)c3ccccc3)nc3ccsc3c2=O)CC1 = -9
BH1578 lux ind, O=[N+]([O-])c1ccc(NCCCN2CCOCC2)nc1 = -0.7
PrPC surface inh, O=C(CSC1=NCCS1)N1CCCC1 = 2

Later entries.
SMILES	CCHF vOTU inh	PrPC surface inh	TcdB GH inh	Rv3671c inh	3CLpro inhibitor	Y pestis TopoI	BH1578 lux ind	MazF activator	SSB-PriA inh	VHR inh abs
CCOC(=O)N1CCN(C(=O)c2ccc(N3CC4CC(C3)c3cccc(=O)n3C4)c(NC(=O)c3ccc(F)cc3)c2)CC1 (stereo unspecified)	8	6	1.7	2	-1	11	-0.4	7	-5	2
CCN(CC)C(=O)CN1CCC(c2nc3cc(C)c(C)cc3[nH]2)CC1	-11	-6	-0.7	1	0	-3	i	10	-9	5
Cc1ccccc1-n1nc(-c2ccc(N)cc2)cc1N	9	3	·	-6	4	-8	3.8	2	3	3
COc1ccccc1CNC(=O)CCCNS(=O)(=O)c1cccc2nsnc12	-4	-31	·	-3	-5	0	-0.5	0	-13	13
O=C(c1ccco1)N1CCN(Cc2cccc(F)c2)CC1	2	2	·	3	-3	2	i	-5	-5	5
Cc1ccc(CN2CCN(Cc3ccncc3)CC2CCO)o1 (stereo unspecified)	5	-11	-0.8	-6	-1	1	-0.5	0	-13	22
CCOC(=O)Cc1c(C)nc(SC)[nH]c1=O	-10	7	1.2	7	1	-1	-0.5	-2	-7	28
CCOC(=O)CSc1nnc(-c2ccc(OC)cc2)n1CC	-10	3	·	-4	-2	4	i	7	-17	15
O=C(O)c1cc(Nc2cc(Cl)c3nonc3c2[N+](=O)[O-])ccc1O	14	-20	0.1	9	10	-3	i	1	-8	2
Cn1c(=O)n(-c2ccc(Cl)cc2)c(=O)c2c3c(sc21)COC(C)(C)C3	1	-3	·	0	1	-2	·	6	-15	21
CSc1nc(O)c(C(c2ccc(F)cc2)c2c(O)nc(SC)[nH]c2=O)c(=O)[nH]1	3	-5	-1.4	0	·	-2	-0.6	-3	-5	·
CN(c1cccc(NS(=O)(=O)c2ccccc2)c1)S(C)(=O)=O	-9	3	-0.5	-10	-1	1	-0.3	3	-6	25
COc1ccc(-c2cc(C)no2)cc1S(=O)(=O)Nc1ccccc1	11	3	0.0	0	11	-9	-0.3	7	-19	24
O=C(NC1CCCCC1)C1CCN(c2cnccn2)CC1	-9	4	·	1	0	6	-0.7	14	-12	6
C=C(C)Cn1c(SCCN2CCOCC2)nc2c1c(=O)[nH]c(=O)n2C	-6	-6	·	2	-2	5	-0.3	4	-2	-5
CCCn1nnc(NC(=O)c2ccc(Br)o2)n1	8	0	·	4	-3	-8	-0.8	1	-2	19
COC(=O)CSc1nnc(NC(=O)C2CC(=O)N(c3ccc(F)cc3)C2)s1 (stereo unspecified)	-2	-3	1.0	-6	2	2	-0.1	1	-4	-15
O=C(N/C(=C/c1ccco1)C(=O)N1CCCC1)c1cccs1	-7	-4	·	-7	7	9	-0.6	6	4	9
COc1ccc(CN2CC(C(=O)NCCC(C)C)CC2=O)cc1 (stereo unspecified)	6	1	0.6	6	-1	5	1.4	3	1	21
COc1ccc2cc(C(C)C(=O)Nc3cccc(S(=O)(=O)N(C)C)c3)ccc2c1 (stereo unspecified)	10	15	0.3	-17	10	22	-0.3	-2	2	13

Full records as entered above. Values in the order: CCHF vOTU inh, PrPC surface inh, TcdB GH inh, Rv3671c inh, 3CLpro inhibitor, Y pestis TopoI, BH1578 lux ind, MazF activator, SSB-PriA inh, VHR inh abs
COc1ccc2cc(C(C)C(=O)Nc3cccc(S(=O)(=O)N(C)C)c3)ccc2c1 (stereo unspecified) across the screens: 10, 15, 0.3, -17, 10, 22, -0.3, -2, 2, 13
O=C(NC1CCCCC1)C1CCN(c2cnccn2)CC1 across the screens: -9, 4, ·, 1, 0, 6, -0.7, 14, -12, 6

The results go on:
SMILES	CCHF vOTU inh	PrPC surface inh	TcdB GH inh	Rv3671c inh	3CLpro inhibitor	Y pestis TopoI	BH1578 lux ind	MazF activator	SSB-PriA inh	VHR inh abs
COc1cc(F)ccc1S(=O)(=O)N1CCN(C23CC4CC(CC(C4)C2)C3)CC1	-2	3	·	4	1	28	-0.2	-3	-2	16
Cc1ccc(-c2nnc3c(C(F)(F)F)nc4ccccc4n23)cc1	-5	3	·	-3	7	7	-0.5	3	-1	13
O=C(NCc1nnc(SCC(=O)N2CCCC2)o1)c1c(F)cccc1F	-5	-9	1.9	-1	0	2	-0.5	0	-8	28
COc1ccccc1NC(=O)N1CCN(C(=O)c2ccco2)CC1	15	0	1.9	-7	1	0	-0.1	12	3	16
O=C(NC(c1ccc(Cl)cc1)c1ccsc1)C1CCN(CCOc2ccc(Cl)cc2)CC1 (stereo unspecified)	-12	-2	-0.6	·	·	4	-0.3	·	·	·
COc1ccc(C(=O)O/N=C(\N)c2ccc(Cl)cc2)cc1	9	-3	-0.6	-4	-2	7	-0.2	-4	i	2
C/C(=N\Nc1nc2ccccc2s1)c1cccs1	18	-6	-0.6	-1	3	-23	i	-4	·	20
CCc1cc2c(N3CCCCC3)ncnc2s1	4	4	·	-5	-5	12	-0.6	1	-26	25
CN1CCN(c2nc(-c3ccc(Cl)s3)cs2)CC1	13	7	-2.2	-2	0	0	-0.2	-24	-13	14
CC(C)(C)c1ccc(C(=O)OCCN2CCCCC2)cc1	3	0	0.2	1	2	9	-1.2	7	1	·
Cc1ccc(S(=O)(=O)c2cnc(-c3ccccc3)nc2N2CCN(C)CC2)cc1	-10	-3	1.2	-4	-1	40	-0.5	4	19	17
COc1ccc(OCCC(=O)OCC(=O)NC(=O)NC(C)C)cc1	13	8	·	6	8	6	-0.4	8	1	2
CCOC(=O)c1ccc(-c2c(-c3cc(OC)c(OC)c(OC)c3)noc2C)cc1F	-2	-3	1.0	-7	-6	29	-1.3	4	-5	-3
COC(=O)c1cnc(Oc2ccc(NC(=O)NC(=O)c3c(OC)cccc3OC)cc2)cc1C(F)(F)F	3	-1	0.3	-2	9	5	-0.5	-4	0	5
CCN(CC)c1cnn(C/C(=N\OC)c2ccc(Cl)cc2)c(=O)c1Br	6	11	·	4	7	32	i	-2	·	20
CCOCCCn1c(SCC(=O)Nc2oc(C)c3c(C)n[nH]c(=O)c23)nnc1-c1ccncc1	-1	0	4.1	-3	·	-8	-0.3	-1	-3	·

High-throughput results from PubChem.

These rows are one share of the data; count on the stated rates, not on these rows.
